hERG WT inh: qHTS for Inhibitors of KCHN2 3.1: Wildtype qHTS; Voltage-gated inwardly rectifying potassium channel KCNH2 (Homo sapiens), Q12809; U2OS, BacMam KCNH2, thallium flux FluxOr; active compounds read low; activity change, % at 1.84 µM; 340,000 tested, 0.37% active; AID 720551, 2013;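 active means maximum activity change below -70%; inconclusive means maximum activity change between -70% and -50%; inactive means maximum activity change above -50%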; further: on the % scale 0 is the no-effect control and ±100 the full control effect
Target sequence (Q12809 whole entry, looked up): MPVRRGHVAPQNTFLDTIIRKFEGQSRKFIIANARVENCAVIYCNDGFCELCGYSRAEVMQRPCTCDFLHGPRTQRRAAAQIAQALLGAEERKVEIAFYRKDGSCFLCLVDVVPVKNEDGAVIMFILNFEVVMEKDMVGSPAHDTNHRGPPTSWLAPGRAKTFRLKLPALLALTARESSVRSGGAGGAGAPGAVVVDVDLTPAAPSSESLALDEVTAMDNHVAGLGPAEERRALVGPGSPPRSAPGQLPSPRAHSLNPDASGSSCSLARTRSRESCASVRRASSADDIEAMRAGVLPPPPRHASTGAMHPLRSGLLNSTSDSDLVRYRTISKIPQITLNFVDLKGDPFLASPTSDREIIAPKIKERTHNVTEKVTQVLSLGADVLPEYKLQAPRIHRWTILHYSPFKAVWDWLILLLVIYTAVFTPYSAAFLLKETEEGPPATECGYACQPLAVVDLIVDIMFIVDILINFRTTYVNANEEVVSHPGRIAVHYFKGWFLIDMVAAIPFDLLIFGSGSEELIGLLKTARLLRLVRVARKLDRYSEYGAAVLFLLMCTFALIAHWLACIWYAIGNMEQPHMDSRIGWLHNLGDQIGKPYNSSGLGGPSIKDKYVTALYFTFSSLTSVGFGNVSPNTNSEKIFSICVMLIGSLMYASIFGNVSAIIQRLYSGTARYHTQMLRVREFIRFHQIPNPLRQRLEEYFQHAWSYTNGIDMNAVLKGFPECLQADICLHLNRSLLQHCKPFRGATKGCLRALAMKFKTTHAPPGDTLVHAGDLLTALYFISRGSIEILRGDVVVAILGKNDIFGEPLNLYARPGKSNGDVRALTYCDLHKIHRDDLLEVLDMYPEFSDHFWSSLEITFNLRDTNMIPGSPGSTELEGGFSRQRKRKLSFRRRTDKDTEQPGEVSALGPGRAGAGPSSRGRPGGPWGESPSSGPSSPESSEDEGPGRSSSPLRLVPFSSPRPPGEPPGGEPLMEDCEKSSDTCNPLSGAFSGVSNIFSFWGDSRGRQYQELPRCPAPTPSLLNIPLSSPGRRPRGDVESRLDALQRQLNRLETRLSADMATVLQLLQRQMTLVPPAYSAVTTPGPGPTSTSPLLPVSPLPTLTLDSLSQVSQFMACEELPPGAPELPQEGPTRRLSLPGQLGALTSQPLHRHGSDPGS
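U2OS cells were transduced with wild-type KCNH2 virus (2.03 x 10^8 / mL) for 4 h at room temperature, then cultured overnight at 37 C. Thallium flux was read with FluxOr dye. Rate constants were normalized to DMSO controls.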
Menin-MLL TR inh: qHTS Assay for Inhibitors Targeting the Menin-MLL Interaction in MLL Related Leukemias: Competition With Texas Red Labeled MLL-derived Mutant Peptide; O00255; Menin + Texas Red MLL mutant peptide, fluorescence polarization; Potency, µM (series often up to 61.6 µM), inactives show at the highest dose FP activity change, negative = inhibition, most hits filed as inhibitors; 270,000 tested, 0.23% active; AID 1768, 2009; active means well fitted inhibition curve with a large enough effect in the polarisation, with a control signal flat, not every such curve was filed as active; inconclusive means small, poorly fitted or top-dose-only effect, or effect the other way, or a change in a side signal; inactive means no such curve, though single readings can be large or run the other way; the % refers to the polarisation; further: potency means the concentration at half of the fitted maximal effect; % of control where 0% means no effect; many of its hits are not listed in these tables
S-ASM inh: Inhibitors of Secretory Acid Sphingomyelinase (S-ASM): qHTS; 340,000 tested, 0.006% active; Sphingomyelin phosphodiesterase (Homo sapiens), P17405; Potency, µM (highest dose often 57.5 µM), for inactives: top-dose activity change, negative = inhibition, hits mostly inhibitors; placental ASM, HMU-PC fluorogenic substrate, 60 min; further: potency means the concentration at half of the fitted maximal effect
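HMU-PC0 cleavage (9 uM final) by human placental ASM, 60 min at 37 °C following 10 min compound exposure at RT; stopped at pH 10, fluorescence Ex 386/Em 447 nm.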
Mito fusion yeast: qHTS Assay for Small Molecule Inhibitors of Mitochondrial Division or Activators of Mitochondrial Fusion | S. cerevisiae fusion-defective mutant growth rescue, CellTiterGlo 48 h | Potency, µM (titrated, usually from 46.1 µM), for inactives: at the highest dose growth rescue (activation), usual class: activators | 320,000 tested, 0.23% active;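 further: potency means the concentration at half of the fitted maximal effect; % of control where 0% means no effect; nearly all actives have a fitted effect of over 45% in size; temperature-sensitive fusion mutants such as fzo1-1 at 37 °C on non-fermentable ethanol glycerol medium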
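S. cerevisiae fusion-defective temperature-sensitive mutants (e.g. fzo1-1, mgm1-5) grown 48 h at 37C in YPEG (ethanol/glycerol non-fermentable) medium with 23 nl compound per well; growth rescue read as CellTiterGlo luminescence.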
PKM2 act: qHTS Assay for Activators of Human Muscle isoform 2 Pyruvate Kinase; AID 1631, 2009; Potency, µM (top dose mostly 57.5 µM), for the others: at the highest dose activation, usual class: activators; purified PKM2, Kinase-Glo ATP luminescence, activation; response scale: 0% is enzyme alone, no compound; 260,000 tested, 0.34% active; further: potency means the concentration at half of the fitted maximal effect; on the % scale 0 is the no-effect control and ±100 the full control effect; nearly all actives have a fitted effect of over 55% in size
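Purified hPK-M2 (>95%) run at intermediate activity with 0.1 mM ADP and 0.5 mM PEP in 50 mM imidazole pH 7.2, KCl, MgCl2; 1 h room temperature. ATP formed read by Kinase-Glo luminescence; normalized to uninhibited and no-enzyme controls.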
Chronic BCR inh: qHTS Assay to Find Inhibitors of Chronic Active B-Cell Receptor Signaling | Potency, µM (doses to about 46.1 µM), for the others: at the highest dose ratio change, negative = lower green/red ratio, most hits filed as inhibitors | 340,000 tested, 0.05% active | ABC-DLBCL IkBa-CBG/CBR reporter, luminescence ratio, 4 h; active means well fitted inhibition curve with a large enough effect in the signal ratio, with a control signal flat, not every such curve was filed as active; inconclusive means small, poorly fitted or top-dose-only effect, or effect the other way, or a change in a side signal; the % refers to the signal ratio;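 further: potency means the concentration at half of the fitted maximal effect; plate controls were basal doxycycline-induced cells for no effect and cells given 10 µM MG132 for full effect; MG132 reads +100%, hits lower the ratio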
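Compounds up to 46 uM were incubated four hours with TMD8 cells whose green CBG68 luciferase is fused to IkappaBalpha; red CBR luminescence normalised the signal, and concentration-effect curves were fitted to fusion, red and ratio data.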
Eya2 inh: qHTS Assay for Inhibitors of the Phosphatase Activity of Eya2 | Potency, µM (series often up to 76.9 µM), inactives show at the highest dose activity, negative = inhibition, usual class: inhibitors | Protein phosphatase EYA2 (Homo sapiens), O00167 | recombinant Eya2, OMFP fluorescence dephosphorylation (OMFP is methylfluorescein phosphate) | 330,000 tested, 0.006% active; further: potency means the concentration at half of the fitted maximal effect; on the % scale 0 is the no-effect control and ±100 the full control effect
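Eya2 protein (added as 0.2 uM solution) was preincubated with compound for 10 min at ambient temperature in 50 mM HEPES pH 7.5, 50 mM NaCl, 5 uM MgCl2, 0.05% BSA, 1 mM DTT. OMFP (added at 50 uM) then reacted 10 min; fluorescence read at 485/525 nm.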
MBNL1 CUG block: qHTS Assay for Inhibitors of MBNL1-poly(CUG) RNA binding; Potency, µM (titrated, usually from 57.5 µM), for inactives: at the top dose activity change, negative = inhibition, actives largely listed as inhibitors; 280,000 tested, 0.036% active; AID 2675, 2010; TR-FRET MBNL1-His/biotin-(CUG)12 binding, 665/545 ratio; Muscleblind-like protein 1 (Homo sapiens), Q9NR56; active means well fitted inhibition curve with a large enough effect in the signal ratio, with a control signal flat, not every such curve was filed as active; inconclusive means small, poorly fitted or top-dose-only effect, or effect the other way, or a change in a side signal; inactive means no such curve, though single readings can be large or run the other way; the % refers to the signal ratio; further: potency means the concentration at half of the fitted maximal effect; on the % scale 0 is the no-effect control and ±100 the full control effect
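Inhibition of protein-RNA binding appears as loss of TR-FRET between terbium anti-His antibody on MBNL1-His and streptavidin-XL665 on biotin-(CUG)12. Activity is normalized to buffer-only and uninhibited-complex controls.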
USP2a block: qHTS Assay for Inhibitors of Ubiquitin-specific Protease USP2a Using CHOP2 as the Reporter; 330,000 tested, 0.01% active; Ubiquitin carboxyl-terminal hydrolase 2 (Homo sapiens), O75604; Potency, µM (titrated, usually from 38.3 µM), inactives show at the top dose activity change, negative = inhibition, usual class: inhibitors; USP2 core, Ub-CHOP2 coupled fluorogenic reporter, 485/531;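 further: potency means the concentration at half of the fitted maximal effect; plate controls were DMSO wells for no effect and full inhibition by NEM control for full effect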
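USP2 core (10nM final) preincubated 30min RT with compound in 20mM Tris-HCl pH 8.0, 2mM CaCl2, 2mM beta-mercaptoethanol, 0.05% CHAPS; 25nM Ub-CHOP2 plus 25nM reporter substrate added, fluorescence (Ex485/Em531) read after 60min.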
TSHR antag: Antagonists of the Thyroid Stimulating Hormone Receptor: HTS campaign. Thyrotropin receptor (Homo sapiens), P16473. TSHR-expressing cells, TSH-stimulated cAMP HTRF, 2 h; active compounds read low. activity change, negative = inhibition, % at 11.5 µM. 330,000 tested, 0.2% active. AID 504810, 2011;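 active means activity change below a set negative limit, meaning inhibition stronger than a set level, cut at about -70% in these data; inconclusive means activity change between two set negative limits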; further: on the % scale 0 is the no-effect control and ±100 the full control effect
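TSHR-expressing cells, 200/well, pre-treated with compound, then stimulated with EC80 TSH (4nM final) for 2 hours at 37 deg C. cAMP measured by competitive HTRF: anti-cAMP cryptate antibody in lysis buffer plus cAMP-d2, read after 30 minutes at room temperature.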
GALK inh: qHTS Assay for Inhibitors of Human Galactokinase (GALK); Purified GALK, Kinase-Glo residual ATP luminescence; Potency, µM (titrated, usually from 57.5 µM), for the others: top-dose activity change, negative = inhibition, usual class: inhibitors; 270,000 tested, 0.007% active; AID 1868, 2009; further: potency means the concentration at half of the fitted maximal effect; on the % scale 0 is the no-effect control and ±100 the full control effect
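GALK at 5 nM final was combined with compound, 35 uM ATP and 100 uM galactose in HEPES pH8.0 with MgCl2 and DTT. The reaction ran one hour at room temperature before luminescent ATP detection.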
* marks the source's active call; other numbers are inactive results; [ ] = another dose, or the depositor's remark. Unless noted, the call rests on the fitted dose curve; in most records, active means well fitted curve in the direction sought with a large enough effect; inconclusive means small, poorly fitted or top-dose-only effect, or another doubt; inactive means no such curve, though single readings can be large; an effect the other way counts as inactive or inconclusive. Not all compounds are listed. The share of hits here may be higher or lower than overall.

Results for Cc1coc2cc3oc(=O)c(CC(=O)N(C)CC(=O)O)c(C)c3cc12 ?
hERG WT inh: -13; Menin-MLL TR inh: 3%; S-ASM inh: 66%[activator]; Mito fusion yeast: -2%; Chronic BCR inh: 2%; Eya2 inh: -3%; MBNL1 CUG block: -2%; USP2a block: 2%; TSHR antag: -1; GALK inh: 4%

Results for CCOc1nnnc2c1sc1nc(N3CCOCC3)c3c(c12)CCCC3 ?
hERG WT inh: 9; Menin-MLL TR inh: -12%; S-ASM inh: -1%; Mito fusion yeast: -1%; PKM2 act: 0%; Chronic BCR inh: inconclusive; Eya2 inh: 11%; MBNL1 CUG block: -4%; USP2a block: -3%; TSHR antag: 3; GALK inh: -2%

Results for Cc1[nH]n(-c2ccccc2)c(=S)c1C=Nc1ccc([N+](=O)[O-])cc1 ?
hERG WT inh: -22; Menin-MLL TR inh: -27%; S-ASM inh: -5%; Mito fusion yeast: -1%; PKM2 act: -69%; Chronic BCR inh: 16%; Eya2 inh: 0%; MBNL1 CUG block: inconclusive; USP2a block: 2%; TSHR antag: -1; GALK inh: -1%

What do the screens show for `CC(C)(C)c1ccc(C(CC(=O)O)NC(=O)C23CC4CC(CC(C4)C2)C3)cc1` (configuration not stated)?
hERG WT inh: 8; Menin-MLL TR inh: inconclusive; S-ASM inh: 7%; Mito fusion yeast: -5%; Chronic BCR inh: -1%; Eya2 inh: -4%; MBNL1 CUG block: -1%; USP2a block: 8%; TSHR antag: -4; GALK inh: 4%

Results for CCN=C(Nc1cccc(F)c1)SC1CC(=O)N(c2ccc(OC)cc2)C1=O (configuration not stated) ?
hERG WT inh: -4; S-ASM inh: -13%; Mito fusion yeast: 2%; PKM2 act: -2%; Chronic BCR inh: -20%; Eya2 inh: -16%; MBNL1 CUG block: 0%; USP2a block: 1%; TSHR antag: -5; GALK inh: 1%

Results for CC1(C)NC(=O)N(CCOCCOc2ccccc2-c2ccccc2)C1=O ?
hERG WT inh: 11; Menin-MLL TR inh: -4%; S-ASM inh: 0%; Mito fusion yeast: -2%; PKM2 act: 10%; Chronic BCR inh: -1%; Eya2 inh: -2%; MBNL1 CUG block: -6%; USP2a block: 2%; TSHR antag: 19; GALK inh: 0%

Results for CCCCN(CCCC)c1ccc(C(=O)c2ccccc2C(=O)O)c(O)c1 ?
hERG WT inh: 6; Menin-MLL TR inh: 26%; S-ASM inh: 2%; Mito fusion yeast: 4%; PKM2 act: -4%; Chronic BCR inh: 25%; Eya2 inh: 11%; MBNL1 CUG block: -6%; USP2a block: -10%; TSHR antag: 29; GALK inh: 4%

What do the screens show for `COc1ccc(-n2nc(C(=O)NCC(=O)NCCc3ccc(OC)c(OC)c3)c3ccccc3c2=O)cc1`?
hERG WT inh: -8; Menin-MLL TR inh: 12%; S-ASM inh: 1%; Mito fusion yeast: -2%; PKM2 act: 8%; Chronic BCR inh: -6%; Eya2 inh: -7%; MBNL1 CUG block: inconclusive; USP2a block: 1%; TSHR antag: 1; GALK inh: 3%

How did COc1cccc(OCCOCCN(C)CCO)c1 do in these assays?
hERG WT inh: 0; Menin-MLL TR inh: 11%; S-ASM inh: 2%; Mito fusion yeast: -3%; PKM2 act: 7%; Chronic BCR inh: inconclusive; Eya2 inh: 15%; MBNL1 CUG block: -3%; USP2a block: 2%; TSHR antag: 4; GALK inh: -1%

What do the screens show for `Fc1ccc(-c2nnc(Cc3ccc(Cl)cc3)o2)cc1`?
hERG WT inh: -9; S-ASM inh: -2%; Mito fusion yeast: 8%; PKM2 act: -3%; Chronic BCR inh: -5%; Eya2 inh: -11%; MBNL1 CUG block: 3%; USP2a block: -1%; TSHR antag: -7; GALK inh: 4%

What do the screens show for `Cc1ccc(N(CC(=O)N2CCCCCC2)S(C)(=O)=O)cc1Cl`?
hERG WT inh: 14; Menin-MLL TR inh: -1%; S-ASM inh: -1%; Mito fusion yeast: 2%; PKM2 act: 0%; Chronic BCR inh: -2%; Eya2 inh: -1%; MBNL1 CUG block: 5%; USP2a block: 2%; TSHR antag: -1; GALK inh: -5%

How did CCN(CC)C1=C(Cl)C(=O)C(Cl)C12OCCO2 (configuration not stated) do in these assays?
hERG WT inh: 1; Menin-MLL TR inh: 1%; S-ASM inh: 6%; Mito fusion yeast: -3%; PKM2 act: -6%; Chronic BCR inh: 1%; Eya2 inh: -1%; MBNL1 CUG block: -3%; USP2a block: -20%; TSHR antag: 5; GALK inh: 2%

Results for CCCCCCCCN1C(=O)C(O)=C(C(C)=O)C1c1ccccn1 (configuration not stated) ?
hERG WT inh: -1; Menin-MLL TR inh: 1%; S-ASM inh: 4%; Mito fusion yeast: -3%; PKM2 act: -6%; Chronic BCR inh: -1%; Eya2 inh: -2%; MBNL1 CUG block: inconclusive; USP2a block: 6%; TSHR antag: 2; GALK inh: -3%

What do the screens show for `Cc1cccc(NC(=S)Nc2ccc3cn[nH]c3c2)c1`?
hERG WT inh: -34; Menin-MLL TR inh: 8%; S-ASM inh: 7%; Mito fusion yeast: -3%; PKM2 act: 4%; Chronic BCR inh: 0%; Eya2 inh: -5%; MBNL1 CUG block: -4%; USP2a block: -6%; TSHR antag: 8; GALK inh: 0%

Results for O=C(c1ccccc1)C1CCN(C(=O)Nc2ccccc2)CC1 ?
hERG WT inh: 7; S-ASM inh: 1%; Mito fusion yeast: 6%; PKM2 act: -1%; Chronic BCR inh: -9%; Eya2 inh: 6%; MBNL1 CUG block: -2%; USP2a block: -1%; TSHR antag: 2; GALK inh: 9%

What do the screens show for `COc1ccc(/C(O)=C2/C(=O)C(=O)N(CCN(C)C)C2c2ccc(OC)c(OC)c2)c(C)c1` (configuration not stated)?
hERG WT inh: -4; Menin-MLL TR inh: 14%; S-ASM inh: -1%; Mito fusion yeast: 2%; PKM2 act: 0%; Chronic BCR inh: 0%; Eya2 inh: 5%; MBNL1 CUG block: 4%; USP2a block: 0%; TSHR antag: -2; GALK inh: -1%

How did CCn1c(=O)n(CC(=O)N2CCN(c3ccccc3F)CC2)c(=O)c2ccccc21 do in these assays?
hERG WT inh: 0; Menin-MLL TR inh: -10%; S-ASM inh: -1%; Mito fusion yeast: 3%; PKM2 act: -1%; Chronic BCR inh: -3%; Eya2 inh: -3%; MBNL1 CUG block: 2%; USP2a block: 0%; TSHR antag: -2; GALK inh: 3%

Results for COc1cc(/C=C2\SC(=S)N(N(C)c3ccccc3)C2=O)ccc1O ?
hERG WT inh: 6; S-ASM inh: -4%; Mito fusion yeast: -2%; PKM2 act: 0%; Chronic BCR inh: 0%; Eya2 inh: 15%; USP2a block: 5%; TSHR antag: -10; GALK inh: 0%

How did COc1ccc(CNC(=O)c2noc3c2CCCCC3)cc1 do in these assays?
hERG WT inh: -8; Menin-MLL TR inh: -7%; S-ASM inh: -1%; Mito fusion yeast: -6%; PKM2 act: -2%; Chronic BCR inh: -7%; Eya2 inh: 1%; MBNL1 CUG block: -9%; USP2a block: 2%; TSHR antag: -8; GALK inh: 7%
